# IL-1B inflam inh: qHTS for Inhibitors of Inflammasome Signaling: IL-1-beta AlphaLISA Primary Screen; THP-1 LPS/ATP IL-1B secretion, AlphaLISA, 16 h; active compounds read low; activity change, % at 57.5 µM; 360,000 compounds, 4.7% hits; in the data active = activity change below about -50%; inconclusive = mostly about -30% to -49%; also: % is scaled to controls: 0 for no effect and ±100 for the full control effect
#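 Secreted IL-1B measured by AlphaLISA bead assay after 16 h compound exposure of THP-1 cells; compounds (final up to 57.5 uM) added 1 h before LPS (250 ng/mL) and ATP (1.25 mM) stimulation; lower signal means less secretion.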
# S2 tox: Viability Counterscreen for Primary qHTS for Inhibitors of ATXN expression. S2 cells (HEK-293 line with an ATXN2-luciferase reporter) viability, CellTiter-Fluor protease fluorescence, 24 h. Potency, µM (highest dose often 56.7 µM), hits mostly cytotoxic. 400,000 compounds, 0.49% hits; also: potency is read from the fitted curve at half-maximal effect; nearly all actives have a fitted effect of over 40% in size
# HepG2 viability: qHTS for Inhibitors of TGF-b: Cytotox Counterscreen. 410,000 compounds, 0.76% hits. Potency, µM (doses to about 46.1 µM), for inactives: at the top dose activity change, negative = cytotoxicity, actives largely listed as cytotoxic. HepG2 CAGA-GFP viability, ATP luminescence, 18 h. AID 588856, 2011; also: potency is read from the fitted curve at half-maximal effect; some results filed as inactive show a strong effect at the top dose
#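 HepG2 CAGA-GFP cells (1000/well, DMEM with 1% FBS) received compound, then TGF-beta at 500 pg/mL final, and were incubated 18 hours at 37 degrees C. Viability was read by CellTiter-Glo luminescence. Media-only wells were set as complete cell-killing and DMSO as no toxicity.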
# MCF10A rereplic: A quantitative high throughput screen for small molecules that induce DNA re-replication in MCF 10a normal breast cells; MCF 10A DNA re-replication, Hoechst nuclear intensity, 48 h; Potency, µM (titrated, usually from 46.1 µM), inactives show at the top dose activity, positive = re-replication, usual class: activators; 350,000 compounds, 2.9% hits; also: potency is read from the fitted curve at half-maximal effect; % of control where 0% means no effect; nearly all actives have a fitted effect of over 50% in size
# HT1080 IDH1KD tx: qHTS for induction of synthetic lethality in tumor cells producing 2HG: qHTS for the HT-1080-IDH1KD cell line; Potency, µM (doses to about 46.1 µM), inactives show at the highest dose activity, negative = toxicity, most hits filed as cytotoxic; 360,000 compounds, 2% hits; HT-1080 IDH1 knockdown viability, ATP luminescence, 48 h; AID 686971, 2013;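 also: potency is read from the fitted curve at half-maximal effect; 0% = DMSO wells and -100% = cell-free medium wells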
#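 Assay cells: HT-1080 with IDH1 knockdown, 750 per well, RPMI/5% FBS. Exposure: 48 h at 37 °C following 2 h pre-incubation. Read: CellTiter-Glo luminescence; fitted concentration-response, curve class assigned.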
# KB-3-1 tox: qHTS assay for MDR1-selective chemotherapeutics: Primary screen using the parental adenocarcinoma cell KB-3-1. AID 1347075, 2019. Potency, µM (highest dose often 46.1 µM), for the others: top-dose activity change, negative = cytotoxic, most hits filed as cytotoxic. KB-3-1 viability, CellTiter-Glo ATP luminescence, 72 h. 400,000 compounds, 1.4% hits; also: potency is read from the fitted curve at half-maximal effect; % is scaled to controls: 0 for no effect and ±100 for the full control effect; nearly all actives have a fitted effect of over 60% in size
#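 Viability of parental KB-3-1 cells, measured by CellTiter-Glo luminescence, followed a 72 h incubation at 37 °C with pinned compounds in phenol-red-free DMEM containing 10% FBS.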
# HT1080-NT tox: qHTS for induction of synthetic lethality in tumor cells producing 2HG: qHTS for the HT-1080-NT fibrosarcoma cell line; HT-1080-NT fibrosarcoma viability, CellTiter-Glo ATP luminescence, 48 h; Potency, µM (titrated, usually from 46.1 µM), for inactives: at the top dose activity, negative = less viability, hits mostly cytotoxic; 360,000 compounds, 1.6% hits; AID 686970, 2013;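 also: NT is the 2HG producing partner of a matched IDH1 knockdown line; potency is read from the fitted curve at half-maximal effect; 0% = DMSO-treated cells and -100% = media-only wells without cells; nearly all actives have a fitted effect of over 55% in size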
#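 HT-1080-NT fibrosarcoma cells (2HG-overproducing), 750 cells/well in RPMI with 5% FBS, dosed after 2 h and incubated 48 h at 37C. CellTiter-Glo luminescence normalized to DMSO and no-cell wells; concentration-response curves fitted and classed.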
# ATXN2 expr inh: Primary qHTS for Inhibitors of ATXN expression; HEK-293 ATXN2-luciferase reporter, luminescence, 24 h; Potency, µM (highest dose often 57 µM), for the others: at the highest dose activity change, negative = inhibition, actives largely listed as inhibitors; 360,000 compounds, 0.72% hits; also: potency is read from the fitted curve at half-maximal effect; % is scaled to controls: 0 for no effect and ±100 for the full control effect; nearly all actives have a fitted effect of over 55% in size
#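 ATXN2-luciferase reporter cells (luciferase flanked by upstream and downstream ATXN2 gene portions) were treated 24 h at 37 °C with compounds at up to 57 uM. SteadyGlo luminescence gave expression; GF-AFC fluorescence gave viability.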
# SW480 rereplic: A quantitative high throughput screen for small molecules that induce DNA re-replication in SW480 colon adenocarcinoma cells. SW480 DNA re-replication, Hoechst DNA content imaging, 48 h. Potency, µM (titrated, usually from 46.1 µM), for inactives: at the highest dose re-replication activation, actives largely listed as activators. 340,000 compounds, 1.8% hits; also: potency is read from the fitted curve at half-maximal effect; % of control where 0% means no effect; nearly all actives have a fitted effect of over 55% in size
#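 DNA re-replication was detected as more nuclei of elevated Hoechst intensity after 48 hr exposure to compound (23 nL pinned per well of 250 cells).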
# * marks the source's active call; other numbers are inactive results; i = inactive; ? = inconclusive; · = no result given; [ ] = dose if it differs, or a comment. Unless noted, calls follow the shape of the dose curve; as a rule, active = well fitted curve in the direction sought with a large enough effect; inconclusive = small, poorly fitted or top-dose-only effect, or another doubt; inactive = no such curve, though single readings can be large; an effect the other way counts as inactive or inconclusive.
SMILES,IL-1B inflam inh,S2 tox,HepG2 viability,MCF10A rereplic,HT1080 IDH1KD tx,KB-3-1 tox,HT1080-NT tox,ATXN2 expr inh,SW480 rereplic
CS(=O)(=O)c1ccc(C(=O)OCC(=O)NCc2cccs2)cc1[N+](=O)[O-],-97*,?,-106%,4.1µM*,-26%,?,?,?,9.2µM*
CC(C)CNc1ncnc2c1ncn2[C@H]1CN(CCc2ccccc2)C[C@@H](CO)O1,-71*,i,-6%,·,27%,0%,3%,6%,·
N#Cc1cc2c([nH]c1=S)CCCCCC2,30,i,-8%,2%,20%,2%,15%,0%,5%
C[N+]1(CCNC(=O)/C=N/O)CCCCC1,-1,i,-11%,?,6%,-4%,11%,-13%,-15%
CC(C)Cn1c2nc3ccccc3nc2c2c(=O)n(CCN3CCOCC3)cnc21,-56*,i,1%,0%,-6%,21%,-1%,-7%,-4%
Cc1ccc(-c2nnn(CC(=O)Nc3ccccc3N3CCOCC3)n2)cc1,16,i,-23%,1%,-23%,1%,?,-20%,10%
O=C(CC1C(=O)NCCN1C(=O)Nc1ccccc1)Nc1cccc(Cl)c1 (configuration not stated),-5,i,-7%,-2%,-3%,?,-5%,-23%,-26%
C=CCC1(C#N)C(=S)NC2=C(C(=O)CC(C)(C)C2)C1c1ccc(Br)cc1 (configuration not stated),-3,i,-3%,-3%,6%,9%,3%,-7%,-8%
O=C(c1nc2ccccn2c1CNCCCn1ncc2ccccc21)N1CCCC1,-5,i,-3%,-9%,-1%,9%,3%,0%,-5%
Cc1nn(-c2ccccc2)c(C)c1NC(=O)COC(=O)c1ccc(Cl)c(N)c1,-1,?,5%,-2%,2%,3%,3%,1%,-31%[inhibitor]
O=C(Nc1ncc(Cl)cc1Cl)c1c(F)cccc1Cl,-11,i,-30%,1%,29%,0%,16%,-1%,-1%
CCC(C)NC(=O)COc1ccccc1[N+](=O)[O-] (configuration not stated),28,i,20%,-8%,1%,-5%,8%,6%,-6%
CC12CC3CC(C)(C1)CC(C(=O)Nc1nn[nH]n1)(C3)C2,29,i,20%,10%,-15%,-9%,21%,-2%,-7%
CCOC(=O)CC(NC(=O)Cn1nnc(-c2ccc(C(F)(F)F)cc2)n1)c1ccc(OC)cc1 (configuration not stated),·,i,-7%,·,·,-7%,·,-2%,·
C=CCOc1cccc(CNc2ccc3[nH]c(=O)[nH]c3c2)c1,59,i,-4%,-1%,-16%,-3%,-8%,5%,-13%
CCOC(=O)C1(Cc2ccc(Cl)cc2)CCN(C(C)Cc2ccc(O)c(OC)c2)CC1 (configuration not stated),-51*,i,-43%,?,-15%,?,-27%,-19%,?
Cc1ccc(C)c(NC(=O)CC2Oc3ccccc3NC2=O)c1 (configuration not stated),0,i,13%,-1%,-5%,0%,1%,2%,?
CCOC(=O)N1CCN(C(=O)c2ccc3oc(CCc4ccccc4)nc3c2)CC1,11,i,-19%,·,0%,-11%,-1%,·,·
COC(=O)c1[nH]c2ccc(F)cc2c1NS(=O)(=O)c1ccc(OC)cc1,41,i,-13%,7.3µM*,?,2.6µM*,5.2µM*,-24%,4.6µM*
CCOC(=O)C(NC(=O)Nc1ccccc1)(OCC)C(F)(F)F (configuration not stated),22,i,33%,1%,5%[9.24 µM],8%,8%,-2%,-2%
CCc1cc2c(=O)nc3n(c2s1)Cc1ccccc1/C3=C(/O)c1ccccc1Cl,-16,i,5%,6.5µM*,-2%,0%,0%,25%,9%
Cc1ccccc1S(=O)(=O)NC1=NCCCCC1,-22,i,1%,-50%[inhibitor],14%,5%,6%,-13%,-55%[inhibitor]
CCOC(=O)c1ccc(N2C(=O)CC(N(C)Cc3ccccc3)C2=O)cc1 (configuration not stated),0,i,0%,3%,9%,22%,18%,-1%,2%[9.22 µM]
Cc1oc(=O)c(NC(=O)c2ccccc2)cc1C(=O)c1ccccc1,1,i,-91%,23µM*,-4%,2%,-17%,66%[activator],21µM*
Cc1cc(C)cc(OCC(=O)N2Cc3ccccc3CC2C(=O)O)c1 (configuration not stated),-6,i,-5%,-55%[inhibitor],15%,-6%,-1%,-17%,1%

# IL-1B inflam inh, hit marks shown above
Structure | IL-1B inflam inh | SW480 rereplic
CS(=O)(=O)c1ccc(C(=O)OCC(=O)NCc2cccs2)cc1[N+](=O)[O-] | -97* | 9.2µM*
CC(C)CNc1ncnc2c1ncn2[C@H]1CN(CCc2ccccc2)C[C@@H](CO)O1 | -71* | ·
CC(C)Cn1c2nc3ccccc3nc2c2c(=O)n(CCN3CCOCC3)cnc21 | -56* | -4%
CCOC(=O)C1(Cc2ccc(Cl)cc2)CCN(C(C)Cc2ccc(O)c(OC)c2)CC1 (configuration not stated) | -51* | ?

# Further structures follow:
SMILES,IL-1B inflam inh,S2 tox,HepG2 viability,MCF10A rereplic,HT1080 IDH1KD tx,KB-3-1 tox,HT1080-NT tox,ATXN2 expr inh,SW480 rereplic
Cc1c(NC(=O)c2ccc(Br)o2)cccc1-c1nc2ccccc2o1,·,i,-28%,·,·,7%,·,-6%,·
CCOC(=O)C1(Cc2cccc(Cl)c2)CCCN(C(=O)CCNC(C)=O)C1 (configuration not stated),20,i,5%,-7%,11%,9%,-9%,15%,1%
CCCNC(=O)COC(=O)c1[nH]c(C)c(C(=O)OCC)c1C,-15,i,-12%,0%,-3%,-2%,2%,11%,2%
CC(C)(C)c1ccc(OCCCCCCN2CCNCC2)cc1,-80*,?,-173%,12%,23µM*,?,?,?,?
COc1ccccc1NC(=O)CSc1nnc(CC(=O)Nc2ccccc2F)n1C,47,i,-24%,-2%,3%,14%,-5%,16%,-4%
Cc1oc2c(O)c(O)ccc2c(=O)c1-c1ccc(Cl)cc1,22,i,-15%,-7%,-18%,3%,-9%,-11%,?
Cc1[nH]c(=O)[nH]c(=O)c1S(=O)(=O)N1CCCCC1,6,i,7%,-16%,3%,1%,7%,7%,-1%
O=C1[C@H](Cc2ccccc2)NCC=CC[C@@H](c2ccc(Cl)cc2)N1Cc1ccccc1,?,·,-71%,?,-21%,-9%,-19%,?,?
Cc1cc2nc(-c3ccco3)c(Cc3cccc(Cl)c3)n2c(C)c1Br,-13,?,·,·,21µM*,-6%,29µM*,?,·
O=C(NC1CCCC1)C(c1ccccc1F)N(C(=O)c1csnn1)C1CC1 (configuration not stated),-7,i,-9%,-14%,1%,-6%,-7%,17%,1%
O=C(CNC(=O)c1cccs1)N/N=C/c1ccccc1[N+](=O)[O-],-3,i,-2%,0%,19%,1%,23%,22%,-5%
COc1cc(CN2CCN(Cc3cn(C)c4ccccc34)CC2CCO)cc(OC)c1 (configuration not stated),?,i,-43%,?,1%,-3%,1%,-2%,?
COc1ccc(C(=O)C2CCCN(C(=O)c3cc(C4CC4)[nH]n3)C2)c(C)c1 (configuration not stated),12,i,-14%,0%,-1%,-11%,-16%,2%,?
Cc1cc(NC(=O)CSc2nc(=O)n(CCCN(C)C)c3c2CCCC3)no1,4,i,-8%,1%,6%,7%,2%,4%,1%
CCNc1nc(NCC)nc(OCC(=O)O)n1,28,i,0%,4%,-1%,21%,7%,0%,-7%
CCOc1ccccc1NC(=O)C1C2C=CC(O2)C1C(=O)O (configuration not stated),5,i,1%,-4%,6%,0%,7%,-19%,-4%
COc1ccc(-c2oc(NC(=O)CSc3ncn[nH]3)c(C#N)c2-c2ccc(OC)cc2)cc1,0,i,-97%,14µM*,?,-24%,?,-29%,35µM*
COc1ccc(C(=O)NCc2ccc(Cl)cc2)cc1S(=O)(=O)N1CCCC1,-19,i,-12%,?,-1%,0%,-1%,2%,10%
Cc1cc(C(=O)NNC(=O)c2ccc(Cl)cc2Cl)c(C)o1,-13,i,-37%,-1%,0%,-7%,1%,9%,0%
Clc1cccc(Nc2nc(-c3ccncc3)nc3ccccc23)c1,-7,?,-41%,1%,-24%,-13%,-29%,?,10%
O=C1OC[C@H]2CCCC[C@@H](CO)ON12,112,i,7%,?,15%,0%,9%,1%,-30%
O=C(NCc1ccco1)c1ccc(-c2csnn2)cc1,-19,i,-2%,-3%,-11%,-2%,-1%,·,0%
O=C(CN1CCN(c2ccc(O)cc2)CC1)Nc1ccc(S(=O)(=O)N2CCCC2)cc1,19,i,-26%,-29%,-4%,-5%,1%,-26%,-3%
O=C(c1cc(COc2ccc(F)cc2Cl)on1)N1CCc2ccccc2C1,?,i,-5%,21%,?,13%,15%,11%,2%
CCOC(=O)c1[nH]c(C)c(CN(CCc2ccccc2)C(=O)CCC(=O)O)c1C,-7,i,9%,-2%,8%,-1%,?,1%,-1%
Fc1ccc(OCCOCCN2CCNCC2)cc1,12,i,9%,2%,3%,6%,3%,15%,-4%[9.22 µM]
CCOC(=O)c1cc(C#N)c(SCC(=O)c2cc(C#N)c(SC)nc2C)[nH]c1=O,20,i,-1%,-1%,-17%,-9%,-2%,-15%,-3%
Cc1ccc(S(=O)(=O)N2C(c3ccc(Cl)c(Cl)c3)CC=C(C(=O)O)C2c2ccc(Cl)cc2)cc1 (configuration not stated),-19,·,·,·,-3%,-25%,-13%,·,·
COc1ccc(-c2nc(CSCC(=O)N3CCC(C(N)=O)CC3)c(C)o2)cc1OC,0,i,0%,3%,3%,4%,1%,-8%,-12%
O=C(Nc1nnc(-c2ccco2)s1)C1CCCCC1,-20,i,-6%,-3%,24%,4%,23%,17%,-10%

# Screening results: PubChem, National Center for Advancing Translational Sciences (NCATS)
